MEKK3 PB1 HTS: modulators (inhibitors or enhancers) of MEK5 binding to human MEKK3 PB1 domain; 290,000 compounds, 1.4% hits; Q99759; AID 1529; binding response (% of control), % at 10 µM; bead-based flow cytometry, Alexa488-MEK5 binding to MEKK3; actives lie on both sides; 0 = blocked by unlabeled MEK5, 100 = vehicle;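 active = binding response more than 3 SD above or below the average of its plate-row segment, actives on both sides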;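 also: Alexa488 bead fluorescence after subtracting the streptavidin-only scavenger bead signal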
Target sequence (Q99759 whole entry, looked up, the tested form may be a part): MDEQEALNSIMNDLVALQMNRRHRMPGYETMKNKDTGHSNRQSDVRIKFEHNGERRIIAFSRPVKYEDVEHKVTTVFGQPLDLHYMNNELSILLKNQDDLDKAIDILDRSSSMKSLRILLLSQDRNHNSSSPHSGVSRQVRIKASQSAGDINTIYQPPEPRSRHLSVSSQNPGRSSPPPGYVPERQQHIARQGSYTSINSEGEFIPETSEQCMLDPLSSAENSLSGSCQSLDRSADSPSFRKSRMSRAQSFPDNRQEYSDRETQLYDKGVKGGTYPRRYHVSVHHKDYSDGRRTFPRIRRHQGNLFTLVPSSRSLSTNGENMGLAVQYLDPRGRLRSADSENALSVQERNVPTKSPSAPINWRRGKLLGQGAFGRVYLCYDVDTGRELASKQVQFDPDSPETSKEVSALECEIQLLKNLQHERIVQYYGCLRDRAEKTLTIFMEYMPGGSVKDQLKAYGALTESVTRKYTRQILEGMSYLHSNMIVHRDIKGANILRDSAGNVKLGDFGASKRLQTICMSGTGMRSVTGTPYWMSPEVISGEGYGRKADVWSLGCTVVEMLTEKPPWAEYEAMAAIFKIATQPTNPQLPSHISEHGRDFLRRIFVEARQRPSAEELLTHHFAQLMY
IDE inh: cellular human IDE inhibition; AID 434962; inhibition, % at 5.59 µM; P14735; HEK cells, FAbetaB cleavage, fluorescence polarization; 320,000 compounds, 0.41% hits;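 active = percent inhibition above the average of all tested compounds plus 3 SD, set per screening campaign, cut at about 16% in these data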;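 also: IDE supplied by intact live HEK cells; FP after avidin binding of uncleaved biotin substrate so inhibition keeps polarization high; 0% = DMSO wells and 100% = 60 µM reference IDE inhibitor Ii1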
pCIP destab: p/CIP protein destabilization; decrease of EGFP signal, % at 10 µM; Q05BA5; F442A p/CIP-EGFP cells, EGFP fluorescence, 16 h; AID 1984; 290,000 compounds, 0.01% hits;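 active = EGFP signal decrease of at least 30% at 10 µM or well 3 SD below plate mean, unless failing retest; inactive = the rest, including hits failing retest or dose response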; also: some compounds called inactive have numbers as strong as hits; many of its hits are not listed in these tables
M18AAP inhibitor: blocks P. falciparum M18 aspartyl aminopeptidase | recombinant PfM18AAP, H-Glu-NHMec fluorogenic cleavage | inhibition, % at 7.35 µM | 290,000 compounds, 1.2% hits;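 active = inhibition above the campaign mean inhibition over all tested compounds plus 3 SD, cut at about 28% in these data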;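 also: 0% = plate median of test compound wells and 100% = 2 mM ZnCl2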
NALP1 inh: inhibitors of NALP1 inflammasome in yeast; S. cerevisiae NALP1/ASC/caspase-1 growth, X-gal OD620, 72 h; inhibition, % at 10 µM; 280,000 compounds, 0.61% hits; AID 2071; in the data active = inhibition mostly above about 24%, no sharp cut-off; inactive = mostly below about 32%; also: some compounds called inactive have numbers as strong as hits
SUMO HTRF inh: inhibitors of human SUMOylation (UBC9); P63279; 290,000 compounds, 0.36% hits; HTRF SUMOylation assay, SAE1/SAE2 + UBC9, in vitro; inhibition, % at 35 µM; in the data active = inhibition above about 50%, passing the limit was not always enough; also: strong numbers were not always called active
Target sequence (P63279 whole entry, looked up): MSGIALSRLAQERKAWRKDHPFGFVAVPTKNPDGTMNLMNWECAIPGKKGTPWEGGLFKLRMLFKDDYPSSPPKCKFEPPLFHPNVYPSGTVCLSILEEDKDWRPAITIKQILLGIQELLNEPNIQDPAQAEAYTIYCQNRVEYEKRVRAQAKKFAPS
MEKK2 mut-MEK5: signal of MEK5 binding to mutant human MEKK2 PB1 domain. percent response, % at 10 µM. 290,000 compounds, 0.35% hits. AID 1530. bead flow cytometry, Alexa488-MEK5 binding to MEKK2 mutant; in the data active = percent response above about 24%, passing the limit was not always enough; also: inactives centre near 1; some results filed as inactive read as strong as hits; reference of the scale not given here
IDE cell activ: boosts human insulin-degrading enzyme activity in HEK cells; P14735; FAbeta-B cleavage, fluorescence polarization; 0% vehicle, 100% cell-free pure enzyme wells; activation, % at 5.96 µM; 340,000 compounds, 0.073% hits; AID 493087;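 active = activation above the mean of all tested compounds plus 3 SD, set per screening campaign, cut at about 17% in these data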
MEKK2wt PB1 HTS: raises or lowers MEK5 binding to wildtype human MEKK2 PB1 domain; binding response (% of control), % at 10 µM; bead flow cytometry, Alexa488-MEK5 binding to MEKK2 WT; actives lie on both sides; 290,000 compounds, 1.1% hits; in the data active = binding response below about 67% or above about 130%
* hit, by the source's call; nt = not tested or not shown; [ ] = remark or other dose.

Results follow in this order: MEKK2wt PB1 HTS, M18AAP inhibitor, IDE cell activ, pCIP destab, MEKK3 PB1 HTS, MEKK2 mut-MEK5, IDE inh, NALP1 inh, SUMO HTRF inh
- O=C(Nc1nccs1)c1ccc(Br)cc1
 : 108, -2, 0, -5, 105, 14, -3, -1, 12
- CCc1ccc2[nH]c(=O)c(CN(CCN(C)C)C(=O)Nc3ccccc3OC)cc2c1
 : 104, -6, 5, -7, 98, 1, 7, 21, 1
- COc1cccc(S(=O)(=O)Nc2cccc(C(=O)N3CCCCCC3)c2)c1
 : 105, -2, 5, 2, 100, 1, 3, 17, 15
- CSCCC(NC(=O)c1ccco1)C(=O)Nc1ccncc1 (stereo not given)
 : 105, 5, 4, 1, 102, 5, 1, 9, 9
- CCC(C)NC(=O)c1cc2cc3ccc(OC)cc3nc2o1 (stereo not given)
 : 100, 12, 5, 3, 101, -2, -3, 33, 19
- COc1ccc(OCCSc2nnc(-c3ccc(OC)cc3)n2N)cc1
 : 101, -5, 4, -7, 102, 9, -1, -3, -10
- CC(C)[C@H](NS(=O)(=O)c1ccc2c(c1)OCCO2)C(=O)OCC(=O)Nc1ccccc1
 : 99, 2, -2, -6, 102, -2, 0, 16, -11
- Cc1ccc(S(=O)(=O)n2nc(-n3c(C)ccc3C)c3c(F)cccc32)c2ccccc12
 : 90, 3, nt, -2, 88, -21, -1, nt, 8
- O=S(=O)(Nc1ccc(C(F)(F)F)cc1)c1cnc[nH]1
 : 108, 2, -3, 4, 102, 6, 4, 9, 0
- NC(=O)Cn1cnc2c(nnn2-c2cccc(Cl)c2)c1=O
 : 109, -4, 2, -3, 105, 5, nt, 9, -15
- Cc1ccc(/C=N/NC(=O)c2nnn(-c3nonc3N)c2CSc2ccc(Cl)cc2)o1
 : 101, 7, 5, 12, 99, -1, 0, 4, 4
- O=C(Cn1[nH]c(=O)c2ccccc2c1=O)N1CC=C(c2ccccc2)CC1
 : 106, 3, -9, -10, 109, 4, 16, -5, 18
- O=C(Nc1ccccn1)c1cc2cc([N+](=O)[O-])ccc2s1
 : 103, -5, -1, 9, 106, 79*, -1, 25, 10
- O=C(CSc1cccc[n+]1[O-])NC1CCCCCCC1
 : 101, -6, 4, -11, 103, 0, 0, 7, 4
- CCOc1ccc(C(=O)NC2CCN(C(=S)NCc3ccco3)CC2)cc1
 : 88, 11, -2, 2, 87, -5, -1, 21, -12

The closing 2 records of the part above are carried over, then new ones follow.
Results follow in this order: MEKK2wt PB1 HTS, M18AAP inhibitor, IDE cell activ, pCIP destab, MEKK3 PB1 HTS, MEKK2 mut-MEK5, IDE inh, NALP1 inh, SUMO HTRF inh
- O=C(CSc1cccc[n+]1[O-])NC1CCCCCCC1
 : 101, -6, 4, -11, 103, 0, 0, 7, 4
- CCOc1ccc(C(=O)NC2CCN(C(=S)NCc3ccco3)CC2)cc1
 : 88, 11, -2, 2, 87, -5, -1, 21, -12
- COc1ccc(CCNS(=O)(=O)c2ccc(C(=O)NCc3ccco3)cc2)cc1OC
 : 113, -12, 1, 0, 115, 9, 5, 13, -4
- CCOc1ccc(N(CC(=O)NCc2ccc(F)cc2)S(=O)(=O)c2c(C)noc2C)cc1
 : 113, -2, 3, 0, 110, 5, 0, 2, -7
- CCCCNC(=O)C1CC(=O)N(c2ccc(OC)cc2)C1c1ccc(OC)cc1 (stereo not given)
 : 105, 4, 3, -12, 103, 1, -5, 13, 13
- CN1CCC(N(C)C(=S)Nc2ccc(F)cc2)CC1
 : 100, 13, 2, 0, 103, 1, 3, -17, 7
- O=[N+]([O-])c1cccc(/C=N/n2c(C3CCCCC3)n[nH]c2=S)c1
 : 107, 8, -7, 10, 120, 0, 4, 18, -6
- O=C(NCc1cccs1)c1ccc(N2CCCC2=O)cc1
 : 108, 5, 9, -7, 104, 10, 3, 4, 14
- Cc1cccc(NC(=O)CNCC(=O)Nc2cccc(C)c2C)c1C
 : 104, 2, -3, 7, 101, -2, 0, 1, -7
- CCC(=O)Nc1ccc(-c2nnc(SCC(=O)N3CCCCC3)n2C)cc1
 : 1.0*[inhibitor], 0, 2, -4, 2.0*[inhibitor], -15, 4, 4, 15
- Cc1ccc(S(=O)(=O)NC2=NCN(C)CN2)cc1[N+](=O)[O-]
 : 105, 1, 1, -14, 101, 8, 0, -2, 0
- Cc1cc(C)cc(Oc2ncnc3c2ncn3Cc2c(Cl)cccc2Cl)c1
 : 104, 3, -2, -8, 102, 4, 6, -4, 6
- O=[N+]([O-])c1ccc(O)c(-c2nc(-c3ccccc3)c(-c3cccs3)[nH]2)c1
 : 76, -2, -2, -22, 87, -6, 0, 3, -3
- Cc1cc(NC(=O)CSc2nnc(CNC(=O)c3ccc(F)cc3)o2)no1
 : 102, 16, -2, -15, 98, 6, -3, 4, 12
- Cc1cc(C(=O)COc2ccc(-c3nnco3)cc2)c(C)n1Cc1ccccc1
 : 94, -6, 4, -10, 100, -6, -2, -7, -21
- CCOCCCNC(=O)C1CC(=O)N(CCc2ccc(C)cc2)C1 (stereo not given)
 : 103, 8, 2, -7, 102, -1, 0, 38*, -12
- Cc1ccccc1C(C(=O)NC1CCCC1)N(C(=O)CNC(=O)c1ccco1)c1cccnc1 (stereo not given)
 : 93, 2, nt, 7, 91, -4, 2, 0, 9
- COc1ccc(C(N)=O)cc1NC(=O)c1cccc(F)c1
 : 109, 2, 4, 1, 108, 6, -3, -3, -6
- O=C(c1ccc(N2CCCCCC2)c([N+](=O)[O-])c1)N1CCc2ccccc21
 : 96, -6, nt, -4, 95, -2, 3, 15, 1
- C/C(=N\NC(=O)C1CC1)c1ccc2c(c1)OCCO2
 : 6.0*[inhibitor], -5, -2, 3, 4.0*[inhibitor], -46, -4, 2, 4
- Cc1cc(C)nc(NS(=O)(=O)c2ccccc2)n1
 : 100, 0, 5, -4, 104, 1, 1, 5, 10
- N#C/C(=N\Nc1ccccc1)C(=N)N1CCCCCC1
 : 87, -7, 2, 5, 87, -4, -4, 16, 0
- Cc1cccnc1NC(=O)COc1ccc2oc3c(c2c1)CCCC3
 : 104, 0, 3, -8, 98, 1, 2, -6, -10
- O=C(N/N=C/c1ccc(N2CCOCC2)cc1)c1cccs1
 : 84, -4, 2, -12, 89, -11, -5, -15, 11
- CSCC(C)N1CCC(N2CCC(C(=O)NCc3ccccn3)CC2)CC1 (stereo not given)
 : 105, -9, 2, -2, 101, 5, -4, 6, 1
- COc1ccc(C(=O)N/C(=C/c2cccnc2)C(=O)NCc2ccco2)cc1OC
 : 102, 1, 6, 9, 108, 4, 6, nt, -11
- NS(=O)(=O)c1ccc(CCn2c(=S)[nH]c3ccccc3c2=O)cc1
 : 95, 19, 0, 0, 101, 1, 7, -4, 13
- O=C(COC(=O)c1ccccc1C(=O)c1ccccc1)c1ccco1
 : 104, -11, -5, -19, 106, 6, -2, 28, 7
- O=C(CO/N=C/c1ccccc1O)NNC(=O)c1ccccc1Cl
 : 104, 43*, 6, -8, 66, -3, -5, -6, 1
- OC(CN1c2ccccc2Sc2ccccc21)Cn1nnc2ccccc21 (stereo not given)
 : 108, 6, 7, -20, 104, -1, 3, 41, -9
- COc1ccccc1C(=O)NCC(=O)OCc1ccc(Br)cc1
 : 94, -2, -12, -4, 100, -2, 2, 33, 3
- CN(C(=O)c1cccc(C(=O)N(C)c2ccccc2)c1)c1ccccc1
 : 104, 5, -2, -6, 103, 3, 2, 1, 9
- COc1ccc(NC(=O)c2cc(-c3ccc4c(c3)OCO4)on2)cc1OC
 : 97, -12, 2, 0, 93, -12, 3, 20, 10
- Cc1sc2ncn(CC(=O)N3CCCC(C)C3)c(=O)c2c1S(=O)(=O)N1CCCCC1 (stereo not given)
 : 105, 0, 6, -13, 104, 11, 7, -1, -4
- CCOC(=O)c1cnc(SCC(=O)c2ccccc2)nc1N
 : 95, 12, 1, -26, 102, -4, 1, 8, 7
- FC(F)(F)c1cc(-c2ccco2)nc(N2CCN(Cc3ccccc3)CC2)n1
 : 123, 9, 0, -8, 108, 8, -3, 16, 0
- Cc1ccc(CN2C(=O)CSc3ccc(C(=O)NCCN4CCOCC4)cc32)cc1
 : 102, 5, 4, 1, 98, 4, 4, 13, -11
- COC(=O)c1ccc(Cn2nc(-c3ccc(C)cc3)ccc2=O)cc1
 : 103, -1, 4, 0, 102, 1, 2, 11, -6
- CCN(CC)CCCNC(CC(=O)Nc1cccc([N+](=O)[O-])c1)C(=O)O (stereo not given)
 : 99, -1, 0, -14, 94, 0, 3, 39, 10
- CCOC(=O)CC1COCCN1Cc1cn[nH]c1-c1ccc2c(c1)OCO2 (stereo not given)
 : 90, 1, -2, -1, 100, -9, 3, -7, 10
- CCCCn1c(N)c(N(CC)C(=O)CCNC(=O)NC23CC4CC(CC(C4)C2)C3)c(=O)[nH]c1=O
 : 107, 12, -2, -4, 106, 8, 4, 13, 2
- CCOC(=O)C(=Cc1cn(C)c2ccc(S(=O)(=O)N(C)C)cc12)C(=O)OCC
 : 95, -13, 3, -1, 106, -11, 1, 2, 7
- COc1ccccc1C1CN(c2ccc(F)cc2F)N=C1c1cccs1 (stereo not given)
 : 92, -5, 0, -6, 85, -6, 0, 8, 12
- CCc1ccc(NC(=O)c2onc(C)c2Cl)cc1
 : 112, 6, -1, -4, 116, 6, -1, 4, 2
- CCc1nnc(NC(=O)CS(=O)(=O)Cc2ccccc2)s1
 : 101, -2, 0, 5, 97, 0, -6, 2, 0
- COc1ccc(-c2cc(CN3C(=O)c4ccccc4C3=O)on2)cc1
 : 94, -11, -1, nt, 98, -4, 3, nt, nt
- CCCc1cc2c(cc1NS(=O)(=O)c1ccc(CCNC(C)=O)cc1)OCO2
 : 102, 2, 3, -2, 101, 0, -2, 13, 23
- FC(F)(F)c1cc(-c2ccccc2)nc2nc(N3CCOCC3)sc12
 : 102, 2, -1, 5, 101, 3, 0, 7, 6
- CCOC(=O)CC(NC(=O)c1cccs1)c1ccc(OCC)cc1 (stereo not given)
 : 107, -4, 0, -10, 109, 1, 1, 3, 0
- CCC(=O)N1CCc2cc(S(=O)(=O)NC(C(=O)NC(C)c3ccccc3)C(C)C)ccc21 (stereo not given)
 : 95, -16, 7, -8, 96, -1, 0, 18, 4
- O=C(O)/C(=C\c1cn(-c2ccccc2)nc1-c1ccc(Cl)cc1)NC(=O)c1ccccc1
 : 105, 0, 1, -1, 102, 4, 0, nt, -3
- Cc1ccc(C)c(OCCCCn2cnc3ccccc3c2=O)c1
 : 111, -6, -5, -5, 108, 8, 0, -9, -5

Compound activity deposited in PubChem by several laboratories.

A portion of the library; count on the stated rates, not on these rows.
